NSD2 HMT inh = NSD2 (human) methyltransferase inhibition; NSD2 peptide methylation, AlphaScreen, 120 min; 310,000 compounds, 0.54% hits; O96028; inhibition, % at 12.5 µM; in the data active means inhibition above about 50%
PvdQ acylase = blocks Pseudomonas aeruginosa PvdQ acylase activity. purified PvdQ acylase, fluorescence plate reader. inhibition, % at 10 µM. 340,000 compounds, 0.063% hits. AID 488965; in the data active means inhibition above about 30%, passing the limit was not always enough; inconclusive means no clear call, values can overlap the other calls;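 further: 0% = vehicle neutral wells and 100% = reference inhibitor wells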
SR-BI DiI-HDL act = SR-BI HDL lipid transfer activation; CHO ldlA[mSR-BI] cells, DiI-HDL uptake fluorescence, 3 h; 100 = double the neutral-control signal; activation, % at 12.5 µM; 320,000 compounds, 0.096% hits;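 active means mean replicate activation of at least 60% and every replicate at or above 60%; inconclusive means mean or all-replicate condition met, but not both; inactive means mean below 60% and not all replicates reaching 60%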;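 further: 0% = median plate neutral-control signal and 100% = twice that signal; values of inactives mirror those of a sister screen read the other way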
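Material – SR-BI-overexpressing, LDLR-lacking CHO cells · Medium – BSA-supplemented, HEPES-buffered Ham's F12, pH 7.4 · Doses – single concentration · Times – compound with DiI-HDL co-incubation, 3 h at 37 °C · Measured by – bottom-read fluorescence, 550/595 nm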
CAL PDZ FP-1 = CAL PDZ (human) peptide binding inhibition | Q9HD26 | purified CAL PDZ, TMR-peptide fluorescence polarization, 1 h | inhibition, % at 24.9 µM | 300,000 compounds, 0.92% hits | AID 602252;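 active means mean inhibition of at least 30% with at least half of replicates also reaching 30%; inconclusive means no clear call, values can overlap the other calls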;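 further: 0% = DMSO neutral control and 100% = excess unlabeled competitor peptide PRC23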
PfHsp90 yeast 2 = reduces growth (ATP signal) of yeast expressing P. falciparum Hsp90; S. cerevisiae expressing PfHsp90, BacTiter-Glo ATP, 48 h; yeast lacking PDR1 and PDR3 efflux regulators; inhibition, % at 9.4 µM; 310,000 compounds, 0.32% hits;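 active means every replicate shows inhibition above about 80%, whatever the replicate mean, limit read from the data; inconclusive means mean inhibition reaches the set limit but some replicate falls short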;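 further: 0% = DMSO neutral controls and 100% = 20 µM radicicol positive controls; yeast relying on Plasmodium falciparum Hsp90 in place of its own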
dFosB activator = enhances mouse delta FosB homodimer DNA binding; purified delta FosB, TAMRA-CDK5 oligo fluorescence polarization; percent of positive-control signal above neutral wells; P13346; activation, % at 25 µM; 340,000 compounds, 0.99% hits;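 active means mean activation above about 17%, with every replicate also reaching it, limit read from the data, passing the limit was not always enough; inconclusive means only one of the two conditions met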;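 further: fluorescence polarization rise as delta FosB binds a TAMRA Cdk5 AP-1 oligo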
Target sequence (P13346 whole entry, looked up): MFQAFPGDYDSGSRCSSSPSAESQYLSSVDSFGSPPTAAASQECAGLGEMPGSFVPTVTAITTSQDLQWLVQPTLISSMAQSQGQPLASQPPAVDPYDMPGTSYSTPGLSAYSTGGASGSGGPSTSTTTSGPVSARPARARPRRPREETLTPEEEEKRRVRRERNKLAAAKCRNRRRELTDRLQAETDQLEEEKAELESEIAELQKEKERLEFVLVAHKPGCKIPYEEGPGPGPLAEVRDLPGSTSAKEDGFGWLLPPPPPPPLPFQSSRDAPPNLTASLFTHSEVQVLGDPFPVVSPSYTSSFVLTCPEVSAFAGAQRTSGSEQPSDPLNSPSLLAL
CAL PDZ FP-2 = human CAL PDZ-peptide interaction inhibition. Q9HD26. purified CAL PDZ, TMR-peptide fluorescence polarization, 1 h. inhibition, % at 20 µM. 330,000 compounds, 0.02% hits. AID 504414;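 active means highest replicate inhibition of at least 40%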;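 further: plate controls were DMSO neutral control wells for no effect and unlabeled competitor peptide control wells for full effect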
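Read-out basis: mP drop reported as inhibition | Assay system: Tagged CAL PDZ protein CerCALP, purified | Benchmarks: Unlabelled peptide for full inhibition, DMSO wells as neutral | Schedule: 1 h incubation at room temperature before polarization reading | Buffer or medium: Sodium phosphate/NaCl buffer pH 7.4 with TCEP, IgG, Thesit | Doses: Single point, 20 µM | Measured by: Fluorescence polarization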
Rtt109 Vps75 = C. albicans Rtt109 histone acetyltransferase inhibition | Q5AAJ8 | purified Rtt109/Vps75, ThioGlo CoA-SH fluorescence, 4 h | inhibition, % at 34.9 µM | 330,000 compounds, 0.16% hits | AID 540336;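 active means inhibition of at least 50% in every replicate; inconclusive means best replicate reaches 50% inhibition but some replicates fall short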
Target sequence (Q5AAJ8 whole entry, looked up): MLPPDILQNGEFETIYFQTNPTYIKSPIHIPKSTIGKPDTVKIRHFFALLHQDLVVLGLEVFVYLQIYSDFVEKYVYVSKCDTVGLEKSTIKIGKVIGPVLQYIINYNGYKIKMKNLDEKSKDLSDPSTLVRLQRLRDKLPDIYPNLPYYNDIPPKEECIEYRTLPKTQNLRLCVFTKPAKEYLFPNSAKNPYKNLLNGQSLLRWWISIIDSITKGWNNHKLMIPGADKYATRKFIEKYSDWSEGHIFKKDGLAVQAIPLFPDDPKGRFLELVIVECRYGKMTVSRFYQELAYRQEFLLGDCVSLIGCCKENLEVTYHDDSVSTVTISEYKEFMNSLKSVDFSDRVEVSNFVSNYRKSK
SR-BI DiI inh = inhibitors of mouse SR-BI mediated HDL lipid uptake. 320,000 compounds, 0.96% hits. inhibition, % at 12.5 µM. ldlA[mSR-BI] CHO cells, DiI-HDL uptake fluorescence, 3 h;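 active means mean replicate inhibition of at least 70% and a set share of replicates each scoring 70 or more; inconclusive means meets just one of the two criteria; inactive means fails both criteria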;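 further: 0% = median of neutral control wells and 100% = median of positive control wells; values of inactives mirror those of a sister screen read the other way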
MITF act = increases MITF-driven TRPM1 promoter luciferase signal; SK-MEL-5 TRPM1-promoter luciferase, 24 h; % of positive control, neutral wells = 0; activation, % at 12.5 µM; 300,000 compounds, 0.75% hits;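 active means mean activation of at least 80% with every replicate also reaching 80%; inconclusive means mean reaches 80% but some replicate falls short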;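 further: 0% = neutral control wells and 100% = parthenolide positive control wells; values of inactives mirror those of a sister screen read the other way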
* marks the source's active call; other numbers are inactive results; u = inconclusive; x = not tested or not shown. Rows are unselected. Share with any hit: about 4.3%.

dFosB activator	SR-BI DiI-HDL act	MITF act	CAL PDZ FP-2	PfHsp90 yeast 2	NSD2 HMT inh	CAL PDZ FP-1	PvdQ acylase	Rtt109 Vps75	SR-BI DiI inh	Molecule
0	34	7	-0.1	-30	-2	6	-12	-4	-34	O=C(COC(=O)/C=C/c1ccco1)NCc1ccc(Cl)cc1
-41	-32	x	-0.9	1	1	x	16	14	32	COc1cccc(-c2nn(C)c3sc(C(=O)NCc4ccco4)cc23)c1
-4	5	x	x	x	x	-3	-10	2	-5	O=C(CSc1nc2ccc(NC(=O)CSc3nnnn3Cc3ccccc3)cc2s1)Nc1ccccc1
-25	-11	-9	-1.9	-15	-1	2	-9	6	11	COc1ccc(O)c(/C=N/N=C2/C(=O)Nc3ccccc32)c1
6	-56	-2	-0.5	-4	2	-3	8	4	56	O=C(Nc1nc2c(s1)CCCC2)c1ccc(Br)s1
-4	-53	16	-2.5	4	31	0	-12	2	53	COc1ccc(OC)c(-c2cc(C(=O)Nc3c(C)nn(Cc4ccccc4)c3C)no2)c1
-2	23	-14	-3.5	-9	0	-1	-10	6	-23	COc1ccc(C(O)c2nc3ccccc3n2C)cc1OC (configuration not stated)
5	-55	27	-2.0	0	12	-4	4	10	55	Cc1nc(N2CCCCC2)sc1C(=O)c1cccc([N+](=O)[O-])c1
4	3	15	-0.9	7	5	37*	-4	6	-3	COCC(C)n1c(C)cc(C(=O)Cn2nc(C(=O)O)c3ccccc3c2=O)c1C (configuration not stated)
-2	5	-2	0.5	-12	8	x	-10	13	-5	N/C(Cc1ccc([N+](=O)[O-])cc1)=N\OC(=O)COc1cccc2ccccc12
-5	16	1	-3.8	14	8	-1	-9	-8	-16	O=c1c[n+]([O-])c2ccccc2n1OCc1c(F)cccc1F
3	22	x	0.2	3	-2	-3	-8	5	-22	CN1CCC(N(C)C(=O)c2cccc(S(=O)(=O)N3CCOCC3)c2)CC1
-17	15	-6	1.3	0	x	10	-7	5	-15	Cc1ccc(Nc2c(-c3ccc(N4CCOCC4)cc3)nc3ncccn23)c(C)c1
1	10	7	-1.0	13	0	0	-19	-2	-10	Cc1ccc(C(=O)OCC(=O)N2CCC(c3ccccc3)=N2)c(C)c1
-16	-8	-9	-3.4	-5	1	-1	5	10	8	Cn1c(=O)c2c(SCC(=O)N3CCCCC3)nc(-c3ccccc3F)nc2n(C)c1=O
-1	4	9	0.3	3	1	x	2	-5	-4	Cc1ccccc1Cn1ccc(-c2ccc(Cl)cc2)c(C#N)c1=O
-1	-22	20	-2.7	-15	-2	-3	-11	x	22	COc1ccc(C(=O)NC(=S)NCCO)cc1Br
-6	13	x	-0.3	-9	-2	-2	-3	2	-13	COCCNc1nc2c(c(=O)[nH]c(=O)n2C)n1CCCc1ccccc1
-29	25	11	-3.7	-27	0	-3	-10	2	-25	O=C1N=C(N2CCc3ccccc3C2)S/C1=C\c1cccc(O)c1
1	-12	-85	-2.7	x	0	0	2	10	12	CCN1CCN(c2ccc(S(=O)(=O)N3CCCCC3)cc2NC(=O)c2ccc([N+](=O)[O-])s2)CC1
-3	x	1	-1.9	9	-4	0	-6	-8	x	COc1ccc(C(=O)NCC(=O)OCC(=O)N2CC(C)CC(C)C2)cc1 (configuration not stated)
-1	61*	7	-1.9	-3	1	-1	-2	2	-61	Cc1cc(-c2n[nH]c(=S)n2Cc2ccco2)n(C)n1
-6	-21	10	-0.6	-30	0	4	-14	10	21	Cc1ccc(/C=N/NC(=O)CSc2nc3ccccc3n2Cc2ccc(Cl)cc2)o1
-1	4	-10	-2.0	19	18	-5	-9	-4	-4	CNC(=O)c1c[nH]c2ccc(S(=O)(=O)Nc3ccccc3F)cc2c1=O
-1	-7	48	0.9	-2	0	x	-6	-4	7	O=C(Nc1ccc2c(c1)OCO2)C1CC1
4	-25	0	-0.1	-2	-1	-4	-14	12	25	O=C(Nc1ccccc1F)Nc1ccccc1N1CCCCC1
-7	-1	2	-2.8	13	-2	-1	-20	-11	1	COc1ccccc1/C=N/NC(=O)CCSc1ccccc1
2	11	0	-1.2	x	x	-6	5	15	-11	O=C1C=CN(Cc2ccccc2)CC1
-7	5	1	0.1	11	x	-3	0	-1	-5	CC(C)(C)OC(=O)N1CCN(Cc2ccc(F)c(B(O)O)c2)CC1
-6	23	55	-3.4	-3	0	2	-10	-4	-23	COc1ccc(/C(N)=N/OC(=O)Cc2ccccc2)cc1
-5	-13	-5	-2.1	15	2	0	-14	3	13	CCOC(=O)N1CCN(C(=O)COc2cccc3c2CCN(Cc2cccc(C)c2)C3=O)CC1
-3	20	2	-2.1	2	5	-3	2	-1	-20	Cc1cc2c(c(=O)o1)C1(C(=O)N(CC(=O)O)c3ccccc31)C(C#N)=C(N)O2 (configuration not stated)
-2	2	-2	-0.2	8	-2	x	4	-8	-2	Cc1ccsc1C(=O)Nc1cc(C(C)(C)C)nn1-c1ccccc1
-9	12	-2	1.4	22	-2	9	5	-8	-12	O=C(CCC(=O)Nc1ccccc1)N/N=C/c1ccncc1
8	13	-9	-4.9	11	-1	x	-16	-7	-13	CC(=O)CC(C)=NCCN=C(C)CC(C)=O
6	x	2	0.2	5	0	x	-4	4	-5	O=C(NCc1nnc(SCC(=O)N2CCCC2)o1)c1ccccc1
-12	21	x	-1.1	16	0	-1	-8	4	-21	COc1ccc(NC(=O)CCC(=O)c2ccc(C(C)C)cc2)cc1
-5	-4	-8	-0.3	-4	0	7	9	-1	4	CSc1ccccc1NC(=O)CN(C)C(=O)Cc1c(F)cccc1Cl
-6	-8	8	-1.6	5	-2	2	-7	0	8	O=C(NC1CCc2ccccc21)c1cc(COc2c(F)cccc2F)on1 (configuration not stated)
-2	-11	-12	-0.6	13	-1	-4	-9	-1	11	COC(=O)c1ccccc1OCC(=O)N1CCN(c2ccc(OC)cc2)CC1
-14	10	-17	-2.6	-28	-2	4	-9	-5	-10	COCCN=C1NN=C(c2cc(C)n(CC3CCCO3)c2C)CS1 (configuration not stated)
-6	26	-2	-0.1	-12	4	-13	1	4	-26	CCN(CC)S(=O)(=O)c1ccc(C)c(NC(=S)NNC(=O)C2CC2)c1
-7	11	5	-1.8	-12	x	-1	-8	-246	-11	FC(F)(F)c1ccccc1C1=CC(c2ccccc2)n2ncnc2N1 (configuration not stated)
-6	-45	-8	-0.6	5	-1	-1	-1	5	45	CCn1c(SCC(=O)c2[nH]c(C)c(C(C)=O)c2C)nnc1-c1ccccc1
-3	12	-1	-1.3	-11	x	1	-3	4	-12	C#CCNCCS(=O)(=O)N(Cc1ccc(Br)cc1)[C@@H](C)C(=O)O
1	13	-4	-3.9	36	3	-2	-22	4	-13	N#Cc1ccc(OCC(=O)Nc2ccccc2NS(=O)(=O)c2cccs2)cc1
-15	-5	-1	-2.2	-9	-3	-4	1	18	5	O=C(CN(C(=O)CNC(=O)c1cccs1)c1cccc(F)c1)NC1CCCCC1
-20	x	1	-0.7	18	-1	x	-3	-4	43	Cc1ccc(C)c(C(=O)C(C)OC(=O)CN2C(=O)NC3(CC(C)CC(C)(C)C3)C2=O)c1 (configuration not stated)
-6	-15	10	-0.1	13	-2	5	9	4	15	COc1cccc(C(=O)OCC(=O)Nc2ccc(N3CCOCC3)cc2)c1
-14	-7	x	-0.1	x	-1	-3	-1	7	7	Cc1cc[n+](-c2nc3ccccc3nc2C(=C=[N-])C#N)cc1

Later entries
dFosB activator	SR-BI DiI-HDL act	MITF act	CAL PDZ FP-2	PfHsp90 yeast 2	NSD2 HMT inh	CAL PDZ FP-1	PvdQ acylase	Rtt109 Vps75	SR-BI DiI inh	Molecule
4	-2	x	-0.9	1	-1	3	-14	-2	2	O=C(c1cc([N+](=O)[O-])cc([N+](=O)[O-])c1)N1CCN(C(=O)c2ccco2)CC1
-6	-20	3	-1.1	-3	-1	-7	-18	-2	20	Cn1c(=O)c2cc(S(=O)(=O)NCCC(=O)Nc3ccc(F)cc3F)ccc2n(C)c1=O
-13	-13	-6	-1.4	10	4	-1	3	3	13	COc1ccccc1CNC(=O)c1cccc(S(=O)(=O)N2CCCC2)c1
-12	-1	79	-2.4	11	0	-1	-1	-9	1	CCSc1nnc(NC(=O)CSc2nc3c(cc2C#N)CCCC3)s1
-33	-23	16	-2.9	7	2	x	13	4	23	COc1ccc(-c2nn3c(C4CCCCC4)nnc3s2)cc1OC
-12	-12	10	-1.1	0	12	-3	-8	4	12	CCC1Oc2ccccc2N(CC(=O)NCCCN2CCN(c3ccc(OC)cc3)CC2)C1=O (configuration not stated)
-9	-38	-6	-0.7	2	3	6	-2	4	38	CCCOC(=O)c1ccc(NC(=O)c2cc(OC)c(OC)c(OC)c2Br)cc1
-6	-2	23	-0.8	2	1	x	1	1	2	CC(C)(C)c1ccc(OCC(=O)Nc2ccncc2)c(Br)c1
-1	2	4	-1.4	8	-6	-2	-19	-8	-2	O=C(NCC(=O)N1CCN(c2ccccc2)CC1)c1ccc(Br)o1
0	-47	37	-3.1	x	-6	-2	-9	4	47	COc1ccc(C(=O)Nc2ccc(C3CC3(Cl)Cl)cc2)cc1 (configuration not stated)
-7	-7	-7	-0.2	-3	0	x	-3	-5	7	N#Cc1ccc(C(=O)Nc2cccc(S(=O)(=O)NC3=NCCC3)c2)cc1
-4	-30	x	x	x	-1	-1	-1	5	30	CCCS(=O)(=O)N1CCN(C(=O)COc2ccc(-c3ccccc3)cc2)CC1
2	-4	x	-0.5	8	18	-1	-12	8	4	CC(=O)Nc1ccc(CN2CCc3c([nH]c4ccccc34)C2C(C)(C)C)cc1 (configuration not stated)
-4	22	-9	0.3	-12	-3	-5	-9	-2	-22	CCn1nnnc1NCc1cccc(Cl)c1
u	x	9	-2.2	-28	2	1	-11	-2	x	CC(=O)Nc1ccc(NC(=O)CN(c2ccc(C34CC5CC(CC(C5)C3)C4)cc2)S(C)(=O)=O)cc1
-8	12	14	-1.2	32	6	-4	-12	1	-12	O=C(CCc1nnc2ccc(NCCCN3CCCC3=O)nn12)NCc1ccccc1Cl
0	-63	-5	-0.5	6	1	x	-11	-2	63	CCOCCCNC(=S)N1CCC(C(=O)c2ccc3c(c2)OCCO3)CC1
1	14	-3	-0.5	-12	1	x	-14	-5	-14	Cn1c(=O)c2c(nc(Br)n2CCSc2nc3ccccc3o2)n(C)c1=O
